Tb PGK inh = blocks T. brucei phosphoglycerate kinase; P07378; PGK/GAPDH coupled, Kinase-Glo luminescence, 60 min; Potency, µM (highest dose often 57.5 µM), without a hit: at the highest dose activity change, negative = inhibition, most hits filed as inhibitors; actives 0.043% (n = 380,000); AID 602233; note: potency is the fitted concentration of half-maximal effect; % is set by controls: 0 for no effect and ±100 for the full control effect; nearly all actives have a fitted effect of over 60% in size
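Luminescent ATP detection (Kinase-Glo Plus) follows a 60-minute room-temperature incubation, with wells lacking PGK as controls. Buffer: 100 mM TEA (pH 7.6), 5 mM MgCl2, 0.01% Tween-20. Coupling enzyme GAPDH (100 nM final) supplies unstable 1,3-BPG in-well.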
Pin1 inh = human Pin1 inhibition; Pin1 FP peptide displacement, HiFluor488, 10 min; actives 0.009% (n = 390,000); Potency, µM (highest dose often 115 µM), for inactives: top-dose activity, negative = inhibition, actives largely listed as inhibitors; Q13526; active = well fitted inhibition curve with a large enough effect in the polarisation, with a control signal flat, not every such curve was filed as active; inconclusive = small, poorly fitted or top-dose-only effect, or effect the other way, or a change in a side signal; inactive = no such curve, though single readings can be large or run the other way; the % refers to the polarisation; note: potency is the fitted concentration of half-maximal effect; % is set by controls: 0 for no effect and ±100 for the full control effect
Target sequence (Q13526 whole entry, looked up): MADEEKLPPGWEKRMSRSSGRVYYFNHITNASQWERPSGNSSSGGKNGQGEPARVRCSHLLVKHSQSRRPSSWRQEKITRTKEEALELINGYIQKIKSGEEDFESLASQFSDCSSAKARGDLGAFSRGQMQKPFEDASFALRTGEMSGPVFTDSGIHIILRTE
BAZ2B inh = inhibitors of human BAZ2B bromodomain; Q9UIF8; AlphaScreen BAZ2B-H3K14Ac peptide displacement; Potency, µM (highest dose often 114 µM), inactives show at the highest dose activity change, negative = inhibition, actives largely listed as inhibitors; actives 4.4% (n = 360,000); note: potency is the fitted concentration of half-maximal effect; % is set by controls: 0 for no effect and ±100 for the full control effect; nearly all actives have a fitted effect of over 60% in size
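AlphaScreen displacement of biotin-H3(5-23)K14Ac peptide (50 nM final) from BAZ2B (50 nM final) in PBS pH 7.4, 0.01% Tween-20; complex preformed 30 min RT, then compounds (top 110 uM) 30 min RT, beads 20 min dark.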
GLS inhibitor = inhibitors of human glutaminase (GLS); actives 0.21% (n = 410,000); AID 624170; GLS enzymatic activity, qHTS titration; Potency, µM (doses to about 45.5 µM), for inactives: at the top dose activity change, negative = inhibition, actives largely listed as inhibitors; O94925; note: potency is the fitted concentration of half-maximal effect; % is set by controls: 0 for no effect and ±100 for the full control effect
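hKGA; 45 mM KH2PO4 pH 8.2 + 0.02% Tween-20; cpd via pin tool; 1 mM Gln soln; GluOx/HRP/Amplex Red; RT 30 min; fluor. t0 & final.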
ERG-DNA inh = ERG Ets/DNA interaction inhibition. P11308. fluorescence polarization, His-ERG Ets domain / labelled DNA. Potency, µM (doses to about 76.9 µM), without a hit: at the highest dose FP activity, negative = inhibition, hits mostly inhibitors. actives 0.028% (n = 370,000). AID 624246; active = well fitted inhibition curve with a large enough effect in the polarisation, with a control signal flat; inconclusive = small, poorly fitted or top-dose-only effect, or effect the other way, or a change in a side signal; inactive = no such curve, though single readings can be large or run the other way; the % refers to the polarisation;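 note: polarization taken with two DNA probes labelled with fluorescein and Texas red; potency is the fitted concentration of half-maximal effect; % of control where 0% means no effect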
Target sequence (P11308 whole entry, looked up, the tested form may be a part): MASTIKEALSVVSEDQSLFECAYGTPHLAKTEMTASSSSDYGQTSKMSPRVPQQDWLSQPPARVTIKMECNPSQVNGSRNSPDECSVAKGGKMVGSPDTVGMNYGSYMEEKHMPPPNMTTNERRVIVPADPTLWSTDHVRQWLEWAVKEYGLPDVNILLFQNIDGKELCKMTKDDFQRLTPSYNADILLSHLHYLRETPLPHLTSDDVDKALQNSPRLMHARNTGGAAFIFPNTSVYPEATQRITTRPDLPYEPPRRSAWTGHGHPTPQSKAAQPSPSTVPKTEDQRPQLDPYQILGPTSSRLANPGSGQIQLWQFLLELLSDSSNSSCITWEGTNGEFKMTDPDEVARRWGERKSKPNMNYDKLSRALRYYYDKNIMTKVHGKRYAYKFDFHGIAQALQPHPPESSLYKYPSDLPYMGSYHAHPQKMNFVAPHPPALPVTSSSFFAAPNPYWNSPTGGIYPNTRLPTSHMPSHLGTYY
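His-tagged ERG Ets domain (1 uM in the protein solution; 300mM KCl, 50mM Tris-HCl, 1mM EDTA, 1mM DTT, pH 7.5) received compound, then a probe mix of 5 nM fluorescein-DNA and 100nM Texas-615-DNA. Fluorescence polarization was read for both dyes.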
JMJD2A Tudor inh = inhibitors of human JMJD2A Tudor domain | Potency, µM (highest dose often 114 µM), for inactives: at the highest dose activity change, negative = inhibition, actives largely listed as inhibitors | AlphaScreen JMJD2A-Tudor / H3K4me3 peptide binding | O75164 | actives 4.4% (n = 390,000) | AID 504339; note: potency is the fitted concentration of half-maximal effect; % is set by controls: 0 for no effect and ±100 for the full control effect; nearly all actives have a fitted effect of over 50% in size
PI4K2A block = blocks human PI4K2A kinase activity; purified PI4K2A, ADP-Glo luminescence, 1 h; active compounds read low; activity change, negative = inhibition, % at 76.9 µM; actives 0.13% (n = 420,000); in the data active = activity change below about -50%; inconclusive = mostly about -30% to -49%;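 note: -100% = wells without enzyme as full effect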
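ADP-Glo luminescence measured ADP generated by PI4K2A enzyme (4 ug/mL before mixing) with 1.2 mM PI substrate (pre-mix) and 300 microM ATP (pre-mix). Tris pH7.5 buffer with MgCl2, Triton X-100; 1 h reaction at ambient temperature.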
G9a inh = inhibitors of human histone lysine methyltransferase G9a | G9a H3K9 monomethylation, AlphaScreen, 2 h | Potency, µM (series often up to 102 µM), inactives show at the highest dose activity, negative = inhibition, hits mostly inhibitors | AID 504332 | actives 8.8% (n = 350,000) | Q96KQ7; note: potency is the fitted concentration of half-maximal effect; % is set by controls: 0 for no effect and ±100 for the full control effect; nearly all actives have a fitted effect of over 75% in size
Target sequence (Q96KQ7 913-1193 limits assumed): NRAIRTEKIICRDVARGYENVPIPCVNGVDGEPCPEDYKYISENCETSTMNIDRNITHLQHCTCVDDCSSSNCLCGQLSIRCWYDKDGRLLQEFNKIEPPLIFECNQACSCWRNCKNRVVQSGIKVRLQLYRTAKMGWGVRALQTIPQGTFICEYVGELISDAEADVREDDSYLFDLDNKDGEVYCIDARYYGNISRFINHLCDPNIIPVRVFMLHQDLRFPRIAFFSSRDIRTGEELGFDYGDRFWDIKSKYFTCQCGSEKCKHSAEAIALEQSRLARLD
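Enzyme 20 nM + cpd, 15 min RT; add b-H3K9 pep 500 nM / SAM 20 uM; 2 h RT; anti-H3K9me1 Ab 0.5 ug/mL + SA donor / anti-rabbit acceptor beads 20 ug/mL each, 10 min; AlphaScreen read.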
HP1b binding inh = HP1-beta chromodomain-methylated histone interaction inhibition; AlphaScreen HP1-beta / biotin-H3K9me3 peptide binding; Potency, µM (series often up to 114 µM), for the others: at the top dose activity change, negative = inhibition, most hits filed as inhibitors; actives 0.56% (n = 390,000); note: potency is the fitted concentration of half-maximal effect; nearly all actives have a fitted effect of over 70% in size; inactives centre near 23
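Compound inhibition of the preformed complex between 50 nM HP1-beta and 50 nM biotinylated H3K9me3 peptide was read by AlphaScreen. Buffer was PBS pH 7.4 with 0.01% Tween-20. Incubations ran 30 min at room temperature, with 10 ug/mL donor/acceptor beads.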
Active calls of the source: *; i = inactive; ? = inconclusive; nt = no result given; & = joins results of further samples; [ ] = another dose, or the depositor's remark. Unless noted, calls come from the whole dose curve; as a rule, active = well fitted curve in the direction sought with a large enough effect; inconclusive = small, poorly fitted or top-dose-only effect, or another doubt; inactive = no such curve, though single readings can be large; an effect the other way counts as inactive or inconclusive.

structure,Tb PGK inh,Pin1 inh,BAZ2B inh,GLS inhibitor,ERG-DNA inh,JMJD2A Tudor inh,PI4K2A block,G9a inh,HP1b binding inh
CCn1cc(C(=O)NCc2ccccc2Cl)c(=O)c2cc(S(=O)(=O)N3CCc4ccccc4C3)ccc21,3%,45%[activator],nt,-6%,0%,-12%,-3,6%[59 µM],28%
O=C(CSc1nnc(-c2ccncc2)n1-c1ccccc1)Nc1ccc(F)cc1,-1%,9%,5%,3%,-10%,-4%,4,?,17%
COc1ccc(C(=O)NNC(=O)CNC(=O)C2CCCCC2)cc1,-4%,2%,2%,-3%,1%,-4%,6,10%,44%[activator]
Cc1ccc(-c2nc(=O)[nH]c3ccc(Br)cc23)cc1,-7%,3%,-3%,-2%,1%,-18%,-1,-9%,51%[activator]
O=S(=O)([N-]c1nc2ccccc2nc1-[n+]1ccccc1)c1ccc(F)cc1,3%,4%,-20%,2%,2%,-6%,1,-2%,33%[activator]
Cc1onc(-c2cccc(Cl)c2Cl)c1C(=O)O/N=C(\N)c1ccc([N+](=O)[O-])o1,i,-7%,?,12%,-20%,?,-1,35µM*,-10%
COC(c1ccccc1)c1nnc(CCC(=O)N2CCN(CCOc3ccccc3)CC2)o1 (stereo unspecified),-9%,3%,-10%,1%,3%,-8%,8,-7%,23%
CCOc1ccc(CNC(=O)c2sc3nc(C)cc(C)c3c2-n2cccc2)cc1,-7%,-4%,-1%,-8%,-1%,-26%,1,-11%[59 µM],-1%
COc1cccc(/C=C2\SC(N3CCCC(C)C3)=NC2=O)c1OC (stereo unspecified),i,-1%,-17%,0%,-15%,-7%,1,71µM*,21%
COc1ccc(S(=O)(=O)NCCSCc2ccco2)cc1OC,1%,2%,56µM*,-3%,nt,-34%,-3,12%[12.7 µM],8%
Cc1ccnc(NC(=O)CNC(=O)c2ccccc2Br)c1,-6%,-7%,-14%,2%,0%,-2%,-4,nt,27%
COC(=O)c1ccc(-n2nnnc2SC)cc1,4%,0%,9%,-3%,-5%,-9%,0,10µM*,-11%
Cc1ccc(-c2c(C(=O)N3CCN(c4cc(Cl)ccc4C)CC3)oc(=O)c3ccccc23)cc1,0%,3%,nt,-9%,2%,-19%,-9,-5%[59 µM],7%
O=c1oc2ccccc2c(O)c1/C=C1\C=Nc2ccccc21,1%,6%,?,?,-1%,-17%[11.4 µM],-17,nt,-10%
O=C(OCc1nnc(-c2ccc([N+](=O)[O-])cc2)o1)C1CCN(C(=O)c2ccc(F)cc2)CC1,0%,1%,11%,0%,0%,-27%,-1,26%[12.7 µM],11%
CCOC(=O)Cc1csc(NC(=O)c2cc(C)c(C)s2)n1,0%,-1%,0%,-12%,nt,-11%,-3,13%[12.7 µM],25%
Cc1ccc(S(=O)(=O)N2[C@@H](c3ccc(Br)cc3)C(C(=O)O)=CC[C@H]2c2ccc3c(c2)OCO3)cc1,i,1%,nt,-2%,16%,-1%,-1,nt,28%
S=C(NCc1ccccc1)N/N=C/c1cccs1,-6%,3%,-21%,19%,16%,-21%,5,4%,32%
CC(C)(C)OC(=O)N1CCC(C(=O)Nc2cccc(C(=O)NCCCCc3ccccc3)c2)CC1,-3%,?,nt,-5%,6%,-16%,1,nt,33%
Nc1c(C(=O)NCc2ccco2)nnn1CC(=O)Nc1ccccc1,i,-3%,14%,-1%,13%,-9%,-1,-18%,31%

More structures.
structure,Tb PGK inh,Pin1 inh,BAZ2B inh,GLS inhibitor,ERG-DNA inh,JMJD2A Tudor inh,PI4K2A block,G9a inh,HP1b binding inh
Fc1ccc(-n2cc(CNCCc3ccncc3)c(-c3ccccc3Cl)n2)cc1,-4%,0%,-3%,-7%,-6%,0%,10,4%[0.501 µM],24%
Cc1nc2ccccn2c1C(=O)/C=C/c1cccc([N+](=O)[O-])c1,i,-3%,-20%,-2%,3%,-12%,-4,18%[59 µM],28%
Cc1ncc([N+](=O)[O-])n1CC(=O)Nc1ccccc1,-7%,2%,-5%,-3%,1%,-21%,-2,11%,21%
O=C(C(=O)N1CCN(c2ccccc2)CC1)c1c[nH]c2ccccc12,-1%,0%,?,6%,13%,-28%,-2,17%[59 µM],3%
C=CCn1c(Sc2ncc([N+](=O)[O-])s2)n[nH]c1=O,-6%,-15%,-18%,-2%,-2%,-24%,-5,11µM*,-9%
O=C(c1ccccc1NS(=O)(=O)c1ccc(Br)cc1)N1CCOCC1,-2%,-10%,-6%,-5%,-15%,-9%,0,-10%,22%
CC1CCCCC1NC(=O)c1nn(C)c2c1CS(=O)(=O)c1ccccc1-2 (stereo unspecified),1%,-5%,-39%,-5%,-9%,-16%,0,20%,61%[activator]
CC(=O)c1c(C(=O)O)[nH]c(C(=O)O)c1C,1%,-3%,?,3%,-3%,-18%[11.4 µM],1,16µM*,5%
COc1ccc(-c2noc(CN(C(=O)c3c(-c4ccccc4Cl)noc3C)C(C)C)n2)cc1,-5%,0%,-6%,3%,3%,-13%,8,-20%[59 µM],16%
[O-][n+]1cccc(C(O)c2ccccc2)c1 (stereo unspecified),-7%,0%,42%[activator],0%,5%,-6%,-3,nt,33%
CCOCCCNc1nc2nc3ccc(C)cn3c(=O)c2cc1C(=O)NCC1CCCO1 (stereo unspecified),-6%,4%,-5%,5%,-1%,-9%,0,10%,30%
O=C(CSc1nc2c([nH]c3ccccc32)c(=O)n1-c1ccc(Cl)cc1)NC1CCCCC1,-8%,-5%,-1%,4%,5%,-14%,-3,5%[59 µM],31%[57 µM]
CCC(=O)N1CCc2cc(Br)cc(S(=O)(=O)CCC(=O)Nc3ccc(C)c(C)c3)c21,-10%,2%,-1%,5%,-5%,-22%,4,-2%[59 µM],24%
CCOC(=O)C1(S(=O)(=O)c2ccc(Cl)cc2)CCN(Cc2ccc(Cl)cc2)CC1,-8%,19%,3%,-2%,-7%,-4%,6,28%,35%
O=C(NC1CCCCCC1)C1c2ccccc2C(=O)N1Cc1cccnc1 (stereo unspecified),0%,-4%,6%,0%,-1%,-10%,6,15%[59 µM],17%
CC(=O)Nc1cc2c(cc1Cl)-c1ccccc1C2O (stereo unspecified),-5%,3%,nt,5%,5%,-6%,-17,nt,31%
COc1ccc(S(=O)(=O)NCC(=O)N(CC(=O)NCC2CCCO2)Cc2ccccc2)cc1 (stereo unspecified),2%,-2%,6%,-1%,2%,-1%,-1,14%,24%
O=C(CCNS(=O)(=O)c1ccc(Br)cc1)NCCc1ccccc1,4%,-1%,-6%[57.1 µM],5%,3%,-8%,-2,-15%,25%
O=C(CN1CCN(C(=O)c2ccco2)CC1)Nc1ccc(Cl)c(S(=O)(=O)N2CCOCC2)c1,2%,4%,nt,-5%,0%,-5%,3,56µM*,24%
COc1ccccc1S(=O)(=O)Cc1ccc(C(=O)N2CCOCC2)o1,-4%,1%,-1%,0%,-8%,-25%,2,-3%[59 µM],39%[activator]

The results go on.
structure,Tb PGK inh,Pin1 inh,BAZ2B inh,GLS inhibitor,ERG-DNA inh,JMJD2A Tudor inh,PI4K2A block,G9a inh,HP1b binding inh
COc1ccc(OCc2nnc(SCC(=O)Nc3ccc(C)cc3)o2)cc1,9%,0%,-1%,4%,-6%,-17%,6,4%,17%
CC(OC(=O)c1ccccc1O)C(=O)Nc1ccc(Cl)cn1 (stereo unspecified),-4%,-8%,-16%,0%,8%,?,-11,-15%,-17%
Cn1nc(-c2ccccc2)cc1NC(=O)Nc1ccc(F)cc1,-2%,2%,-2%,1%,2%,-13%,2,-11%[59 µM],32%
COc1ccc2c(c1)-c1c(sn(-c3ccccc3)c1=S)C(C)(C)N2,-5%,-1%,8.9µM*,46%[activator],-2%,40µM*,2,28µM*,?
COc1ccc(NC(=O)C(c2ccccn2)N(C(C)=O)c2ccc(C)cc2)cc1 (stereo unspecified),i,-6%,2%,-12%,6%,-5%,8,-19%,34%
COC1(C(F)(F)F)NC(=O)N(c2ccc(F)cc2)C1=O (stereo unspecified),-2%,-4%,-21%,0%,6%,-15%,-2,4%[59 µM],12%
CN1CCN(CCC=C2c3ccccc3Sc3ccc(S(=O)(=O)N(C)C)cc32)CC1,-2%,-1%,-33%,-1%&2%,-4%,?,-4,-39%[59 µM],-23%
CC(C)c1nc2ccc(C(=O)NCCCN3CCN(c4cccc(Cl)c4)CC3)cc2o1,-1%,-1%,-32%,10%,-3%,-33%,-7,-36%[59 µM],5%[57 µM]
CCC(=O)N(Cc1ccc(C)cc1)Cc1cc2cc3c(cc2[nH]c1=O)OCO3,0%,3%,-6%,2%,6%,-13%,1,8%[12.7 µM],30%
CC1Cc2cccc3c(O)c(C(=O)c4nn[nH]n4)c(=O)n1c23 (stereo unspecified),i,?,?,-11%,4%,?,-2,8.9µM*,61%[activator]
O=C(NCCC1=CCCCC1)c1ccc2c(=O)n3nc(Nc4ccccc4)sc3nc2c1,i,-5%,1%,-6%,-2%,-24%,1,3%[59 µM],13%
O=C(NNC(=O)C1CC1)c1cccc([N+](=O)[O-])c1,i,0%,-12%,-4%,2%,-10%,5,18%,33%

Screening results: PubChem BioAssay, National Center for Advancing Translational Sciences (NCATS)
